ABCB6 inh 2: human ABCB6 transporter inhibition; K562-ABCB6 porphyrin accumulation, flow cytometry, 1 h; hits give low values; fluorescence ratio to DMSO, % at 10 µM; 360,000 compounds, 0.19% hits; AID 602162;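 active = fluorescence ratio to DMSO below 75%, the collection mean minus 3 SD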;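 also: signal is porphyrin accumulated inside mitochondria; 100% equals median channel fluorescence of DMSO control wells; lower ratio means ABCB6 inhibition with less porphyrin fluorescence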
Target sequence (Q9NP58 whole entry, looked up): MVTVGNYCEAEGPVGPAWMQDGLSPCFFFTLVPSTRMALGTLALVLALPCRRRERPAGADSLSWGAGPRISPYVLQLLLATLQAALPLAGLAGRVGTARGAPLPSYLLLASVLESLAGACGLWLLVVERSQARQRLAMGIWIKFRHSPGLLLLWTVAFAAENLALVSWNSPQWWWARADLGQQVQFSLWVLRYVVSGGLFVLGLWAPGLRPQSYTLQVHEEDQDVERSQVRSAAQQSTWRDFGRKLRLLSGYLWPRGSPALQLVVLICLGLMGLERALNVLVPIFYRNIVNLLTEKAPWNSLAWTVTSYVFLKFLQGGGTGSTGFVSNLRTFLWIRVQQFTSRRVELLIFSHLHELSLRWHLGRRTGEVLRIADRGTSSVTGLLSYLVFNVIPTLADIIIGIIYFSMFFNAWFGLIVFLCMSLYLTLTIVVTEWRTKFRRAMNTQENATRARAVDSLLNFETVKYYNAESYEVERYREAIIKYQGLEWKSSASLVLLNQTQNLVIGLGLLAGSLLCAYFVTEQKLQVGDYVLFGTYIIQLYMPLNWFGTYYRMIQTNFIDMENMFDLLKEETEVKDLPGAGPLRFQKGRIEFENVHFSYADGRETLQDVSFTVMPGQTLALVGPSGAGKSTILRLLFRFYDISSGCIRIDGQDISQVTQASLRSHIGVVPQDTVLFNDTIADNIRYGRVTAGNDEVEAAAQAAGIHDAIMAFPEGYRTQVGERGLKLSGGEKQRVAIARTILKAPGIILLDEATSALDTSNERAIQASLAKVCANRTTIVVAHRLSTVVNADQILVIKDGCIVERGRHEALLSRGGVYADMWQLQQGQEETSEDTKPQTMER
Glyco luc inh: blocks N-linked glycosylation in D54 reporter cells; D54 ERlucT glycosylation luciferase reporter, 24 h; percent of 100 nM tunicamycin response; reporter increase, % at 12.5 µM; 360,000 compounds, 0.23% hits; AID 588692;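 active = mean luciferase reporter signal, scaled so untreated is 0 and the glycosylation-blocking control 100, at or above a set limit in every replicate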;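 also: luciferase carries N-glycosylation sites so blocking glycosylation raises the light; 0% = median of neutral control wells and 100% = median of 100 nM tunicamycin wells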
Granule exo inh: lytic granule exocytosis inhibition; TALL-104 LAMP-1 surface exposure, flow cytometry; cells stimulated with thapsigargin and PMA; inhibition, % at 10 µM; 360,000 compounds, 0.66% hits; AID 651702;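 active = inhibition above about 55%, limit read from the data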
H9c2 protect: protects H9c2 cardiomyocytes from peroxide injury; protection from H2O2 cell death, % at 20 µM; H2O2 injury protection, ATPLite, 2 h; 360,000 compounds, 0.63% hits; AID 588492;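 active = compounds giving at least 50% protection of heart cells from peroxide-induced death in the single-dose screen, raw or plate-pattern-corrected value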;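 also: 0% = DMSO wells with peroxide and 100% = DMSO wells without peroxide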
ABHD5-PLIN5 inh: inhibitors of human ABHD5-perilipin-5 interaction; Q00G26+Q8WTS1; 360,000 compounds, 0.78% hits; AID 602281; Split G. princeps luciferase complementation, luminescence, 4 h; inhibition, % at 4 µM;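 active = inhibition above the mean inhibition across every tested compound plus 3 SD, cut at about 22% in these data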;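 also: 0% = DMSO only wells and the 100% control is not disclosed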
CaV13 ICDI inh: Primary screen for inhibitors of IQ motif and Ca2+-dependent inactivation inhibitor domain binding in CACNA1D, Förster resonance energy transfer in living cells, …; inhibition, % at 12.3 µM; HEK cells, CFP/YFP FRET ICDI-IQ, plate reader, 10 min; percent FRET-ratio fall versus neutral wells; 340,000 compounds, 0.098% hits;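 active = mean replicate inhibition of at least 30% and at least 1% of replicates passing that level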;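 also: 0% = median of the neutral control wells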
PDI turbidity: inhibitors of human protein disulfide isomerase | PDI insulin aggregation turbidity, A650, 90 min | 350,000 compounds, 0.052% hits | inhibition, % at 10 µM | AID 588391 | P07237;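 active = mean inhibition across replicates of 30% or more, whatever share of single replicates reach that level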;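 also: absorbance from insulin aggregation driven by PDI reduction with DTT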
m5-HT2A agonist: mouse HTR2A agonism via beta-arrestin recruitment; activation, % at 7.6 µM; CHO-K1 mHTR2A beta-arrestin complementation, luminescence; percent of 30 µM serotonin response; P35363; 360,000 compounds, 0.66% hits; AID 624169;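 active = activation above a run cutoff, the mean activation of all tested compounds plus 3 SD, cut at about 14% in these data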;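 also: 0% = plate median of compound wells and 100% = 30 µM serotonin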
MC4R antag cAMP: antagonists of human melanocortin 4 receptor (MC4R) | inhibition, % at 6.5 µM | MC4R-expressing cells, MTII-stimulated cAMP, LANCE TR-FRET | P32245 | 360,000 compounds, 0.48% hits;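 active = inhibition above its plate's cutoff, the mean of tested wells on that plate plus 3 SD, cut at about 29% in these data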;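 also: 0% = Melanotan II alone and 100% = Melanotan II plus saturating MCL0020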
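Assay system: human MC4R-expressing U2OS cells; reagent: Melanotan II stimulation of cells; dosing: 6.5 µM single dose; timing: compound 30 min, challenge 1 h, detection 1 h; signal: TR-FRET cAMP assay; replicates: one well per compound, no replicates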
MC4R ag barr: human MC4R agonism via beta-arrestin. P32245. U2OS MC4R beta-arrestin complementation, luminescence; percent of melanotan II response, DMSO zero. activation, % at 8.9 µM. 360,000 compounds, 0.98% hits. AID 540308;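 active = activation above a per-plate cutoff, the mean activation of sample wells on that plate plus 3 SD, cut at about 8% in these data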
* = called active by the depositor; x = no result given.

SMILES	ABCB6 inh 2	Glyco luc inh	Granule exo inh	H9c2 protect	ABHD5-PLIN5 inh	CaV13 ICDI inh	PDI turbidity	m5-HT2A agonist	MC4R antag cAMP	MC4R ag barr
CNC(=O)C1(CC(C)C)C=CCN1C(C)=O (centres undefined)	96	4	-5	1	1	-5	3	5	1	0.8
CNCCC(Oc1ccccc1OC)c1ccccc1 (centres undefined)	97	0	-3	-6	-4	-6	1	-6	11	0.9
CCc1nc(SCC(N)=O)c2c(=O)n(C)c(=O)n(C)c2n1	99	1	-6	4	5	-3	x	1	3	-0.5
CCOC(=O)COn1c(=O)c(-c2cc3ccccc3o2)[n+]([O-])c2ccccc21	96	-3	-3	3	9	-5	1	3	3	0.5
COc1ccc(-c2nnn(CC(=O)NCc3ccc4c(c3)OCO4)n2)cc1OC	95	0	5	-6	2	-3	-7	0	8	-4.8
CC(C)CN(C(=O)Cn1nnc(-c2ccc(Cl)cc2)n1)C1CCS(=O)(=O)C1 (centres undefined)	80	4	-8	-5	-3	-1	8	-3	-1	-1.3
Cc1sc(NC(=O)C2CCCO2)c(C(N)=O)c1C (centres undefined)	107	x	-1	9	0	-4	1	-1	2	-1.9
CC(C)CCn1c(S(=O)(=O)O)nc2ccccc21	98	4	5	6	1	-5	-7	3	-4	-0.2
CN(C)CCCNC(=O)c1cc(Br)ccc1Cl	105	2	-7	-2	-3	-5	0	-4	-6	-1.7
CC(C)n1c(C(O)c2ccc3c(c2)OCO3)nc2ccccc21 (centres undefined)	100	-1	3	-4	4	x	-13	0	6	0.3
O=CN1CCN(C(=O)c2cccc3c2-c2ccccc2C3=O)CC1	98	2	-11	3	-3	-20	-10	0	-6	-0.2
COc1ccc(CCNC(=O)CCNC(=O)c2ccccc2Cl)cc1	97	1	-16	0	1	-3	-10	-1	4	2.6
COc1ccc(Cl)cc1NC(=O)CN1CCC(NC(=O)C2CC2)CC1	87	-1	-3	-3	5	-4	0	-8	3	0.0
CCOc1ccc(-n2c(O)c(/C=N/c3ccnn3Cc3ccncc3)c3ccccc3c2=O)cc1	97	-5	1	19	-6	-8	-5	14	-1	2.7
COc1ccc(-c2csc(C3=C(O)CN(C(C)C)C3=N)n2)cc1OC	109	8	3	3	-4	-5	3	4	13	-1.0
O=C(C1=C[C@H](c2coc3ccccc3c2=O)C[C@H](OCCCCO)O1)N1CCN(Cc2ccc3c(c2)OCO3)CC1	92	2	-1	4	-6	-10	1	-5	4	0.0
O=C(COC(=O)C1(c2cccc(F)c2)CCCC1)NCc1ccc2c(c1)OCO2	99	0	-2	-10	-2	-5	-2	2	9	0.3
O=C(O)C1CCCCC1C(=O)NCCCN1CCCC1=O (centres undefined)	103	2	2	9	3	4	10	9	10	1.4
O=C(CCc1nnc(CCCc2ccccc2)o1)NC(C1CC1)C1CC1	96	-5	-3	6	0	-5	-17	-4	-5	-1.8
O=S1(=O)CCOC[C@H](c2ccccc2)N1Cc1cccc(F)c1	92	-3	-1	3	3	-5	4	0	-2	0.0
CCOC(=O)C1=C(C)NC(=O)NC1C (centres undefined)	98	1	0	-2	-5	x	-3	2	-1	-0.8
CC1=CC2=NC(=O)CC(C)(C(=O)N(CC(=O)NC(C)(C)C)Cc3ccccc3)N2C=C1 (centres undefined)	96	0	3	8	2	5	3	-2	17	-0.5
CCOc1ccc(Oc2ccc(NS(=O)(=O)c3cc(C(=O)O)ccc3Cl)cc2)cc1	97	2	-7	-5	1	-5	-7	1	13	-1.6
COc1ccc(CNc2c(CO)cnc3c2cnn3C)cc1	96	-1	2	6	-2	-6	-1	0	-1	0.7
COc1ccc(C(=O)CCN2CCN(c3ccccc3OC)CC2)cc1	95	4	28	-5	7	-6	3	0	5	-2.7
COc1cccc(-c2cc(C(=O)N3CCN(c4ccccc4OC)CC3)no2)c1	93	1	-2	-1	8	-7	-4	-5	7	-1.4
CCC(C)[C@@H](C(=O)Nc1ccc2c(c1)OCO2)N1Cc2ccccc2C1=O (some centres undefined)	103	-1	12	-6	1	22	-1	-3	-1	-0.8
CC(=O)Nc1ccc(S(=O)(=O)NNC(=S)NCC2CCCO2)cc1 (centres undefined)	101	0	23	-2	-2	x	7	3	8	-3.3
Cc1ccc(OC(C)C(=O)Nc2ccc(S(=O)(=O)Nc3nccs3)cc2)cc1 (centres undefined)	98	0	-1	-4	-5	-6	3	1	1	-3.5
COc1ccc(NC(=O)CSCCc2ccccn2)cc1OC	96	0	2	-11	0	-5	12	4	-2	-2.5
COCCOC(=O)CSc1ncccc1-c1nc2cc(C)c(C)cc2[nH]1	97	-5	15	-14	8	-6	-5	-2	13	0.1
Cc1cc(N/N=C/c2ccc(O)cc2O)c2ccccc2n1	98	4	5	2	-10	-2	0	2	2	2.1
CC(NC(=O)c1ccccc1)C(=O)OCC(=O)c1c(N)n(C)c(=O)n(C)c1=O (centres undefined)	102	0	-14	-7	10	-3	-7	8	5	-1.6
O=C(NC(CO)Cc1ccccc1)c1ccccc1 (centres undefined)	95	1	-6	0	-4	-5	5	-4	6	-0.8
COc1ccc(N(C(C)C(=O)N/N=C(\C)C(C)(C)C)S(C)(=O)=O)cc1 (centres undefined)	102	1	-2	6	4	4	8	0	8	-1.8
CC12CCC(C(=O)Nc3ccncc3)(CC1O)C2(C)C (centres undefined)	100	0	-10	6	0	-3	23	9	4	0.9
Cc1ccc(NC(=O)C2=COCCO2)cc1S(=O)(=O)N1CCOCC1	104	1	-2	4	-12	-3	7	-2	1	-1.2
COc1ccccc1NC(=O)C1=C(C)Nc2nc(-c3cccs3)nn2C1c1cccnc1 (centres undefined)	101	-1	4	35	-6	-2	x	-2	5	-0.8
Cc1nnc(NC(=O)c2cccc(S(=O)(=O)N3CC(c4ccccc4)CC3=O)c2)s1 (centres undefined)	100	-3	2	0	-2	-10	x	3	0	-1.6
CN(C)CCCNc1cc(O)c2ncccc2c1	105	0	9	-17	12	-12	4	-1	-5	0.1
COc1cccc(CN2C(=O)CCC2(C)C(=O)NC2CCCCCC2)c1 (centres undefined)	99	0	-1	-6	6	-5	1	2	9	-1.4
Cc1ccc(S(=O)(=O)N2CCCCC2)cc1NC(=O)CSc1nccn1C	99	0	-2	13	3	-8	3	-3	0	-1.1
CCOC(=O)/C=C/C(=O)OCC(=O)Nc1cccc(Cl)c1Cl	90	3	-1	5	7	-6	-6	2	-2	-2.9

By substructure, those above with four or more nitrogen atoms (11)
SMILES	ABCB6 inh 2	Glyco luc inh	Granule exo inh	H9c2 protect	ABHD5-PLIN5 inh	CaV13 ICDI inh	PDI turbidity	m5-HT2A agonist	MC4R antag cAMP	MC4R ag barr
CCc1nc(SCC(N)=O)c2c(=O)n(C)c(=O)n(C)c2n1	99	1	-6	4	5	-3	x	1	3	-0.5
COc1ccc(-c2nnn(CC(=O)NCc3ccc4c(c3)OCO4)n2)cc1OC	95	0	5	-6	2	-3	-7	0	8	-4.8
CC(C)CN(C(=O)Cn1nnc(-c2ccc(Cl)cc2)n1)C1CCS(=O)(=O)C1 (centres undefined)	80	4	-8	-5	-3	-1	8	-3	-1	-1.3
CCOc1ccc(-n2c(O)c(/C=N/c3ccnn3Cc3ccncc3)c3ccccc3c2=O)cc1	97	-5	1	19	-6	-8	-5	14	-1	2.7
CC1=CC2=NC(=O)CC(C)(C(=O)N(CC(=O)NC(C)(C)C)Cc3ccccc3)N2C=C1 (centres undefined)	96	0	3	8	2	5	3	-2	17	-0.5
COc1ccc(CNc2c(CO)cnc3c2cnn3C)cc1	96	-1	2	6	-2	-6	-1	0	-1	0.7
CC(=O)Nc1ccc(S(=O)(=O)NNC(=S)NCC2CCCO2)cc1 (centres undefined)	101	0	23	-2	-2	x	7	3	8	-3.3
CC(NC(=O)c1ccccc1)C(=O)OCC(=O)c1c(N)n(C)c(=O)n(C)c1=O (centres undefined)	102	0	-14	-7	10	-3	-7	8	5	-1.6
COc1ccccc1NC(=O)C1=C(C)Nc2nc(-c3cccs3)nn2C1c1cccnc1 (centres undefined)	101	-1	4	35	-6	-2	x	-2	5	-0.8
Cc1nnc(NC(=O)c2cccc(S(=O)(=O)N3CC(c4ccccc4)CC3=O)c2)s1 (centres undefined)	100	-3	2	0	-2	-10	x	3	0	-1.6
Cc1ccc(S(=O)(=O)N2CCCCC2)cc1NC(=O)CSc1nccn1C	99	0	-2	13	3	-8	3	-3	0	-1.1
